Assay outcomes as filed in PubChem BioAssay.
RGS4 inhibitor = inhibitors of human regulator of G protein signaling 4; Potency, µM (top dose mostly 114 µM), for inactives: top-dose activity change, negative = inhibition, usual class: inhibitors; hit rate 0.039% among 390,000; P49798; Transcreener GDP fluorescence polarization, RGS4-accelerated GTP hydrolysis; further: potency means the concentration at half of the fitted maximal effect; on the % scale 0 is the no-effect control and ±100 the full control effect; nearly all actives have a fitted effect of over 75% in size; some results filed as inactive show a strong effect at the top dose
Target sequence (P49798 whole entry, looked up): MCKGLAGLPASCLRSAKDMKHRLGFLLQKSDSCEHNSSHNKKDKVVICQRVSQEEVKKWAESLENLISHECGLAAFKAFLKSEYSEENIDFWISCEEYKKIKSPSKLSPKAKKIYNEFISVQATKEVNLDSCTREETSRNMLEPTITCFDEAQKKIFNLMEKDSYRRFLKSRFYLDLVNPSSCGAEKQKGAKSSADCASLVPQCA
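MLSMR compounds (23 nl, pin-transferred) preincubated 10 min at room temperature with a 500nM (2x) first reagent, then RGS4 at 900nM (2x) plus Transcreener GDP mix added; fluorescence polarization (620/688 nm) read before and after 90 min at 30 °C.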
JMJD2A Tudor inh = blocks the human JMJD2A Tudor domain | Potency, µM (titrated, usually from 114 µM), for inactives: at the highest dose activity change, negative = inhibition, most hits filed as inhibitors | AlphaScreen JMJD2A-Tudor / H3K4me3 peptide binding | O75164 | AID 504339 | hit rate 4.4% among 390,000; further: potency means the concentration at half of the fitted maximal effect; on the % scale 0 is the no-effect control and ±100 the full control effect; nearly all actives have a fitted effect of over 50% in size
12-LOX inh = blocks human arachidonate 12S-lipoxygenase; P18054; purified 12hLO, xylenol orange hydroperoxide absorbance; Potency, µM (titrated, usually from 108 µM), for the others: top-dose activity change, negative = inhibition, most hits filed as inhibitors; hit rate 1.1% among 580,000; AID 1671190; further: potency means the concentration at half of the fitted maximal effect; on the % scale 0 is the no-effect control and ±100 the full control effect
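Purified human 12hLO at 150 nM in 25 mM Hepes, 0.01% Triton X-100, pH 7.0, preincubated 15 min at room temperature with compound. Reaction started with 40 uM arachidonic acid, 30 min at room temperature. Hydroperoxide measured by Fe-xylenol orange, 573/405 nm absorbance ratio.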
BAZ2B block = inhibitors of human BAZ2B bromodomain. AID 504333. Potency, µM (highest dose often 114 µM), for inactives: at the highest dose activity change, negative = inhibition, usual class: inhibitors. AlphaScreen BAZ2B-H3K14Ac peptide displacement. hit rate 4.4% among 360,000; further: potency means the concentration at half of the fitted maximal effect; on the % scale 0 is the no-effect control and ±100 the full control effect; nearly all actives have a fitted effect of over 60% in size
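Inhibition is scored as reduced AlphaScreen emission. The BAZ2B/b-H3(5-23)K14Ac complex (50 nM each) in PBS pH 7.4, 0.01% Tween-20 meets compound (up to 110 uM) for 30 min at RT before bead addition.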
HP1b binding inh = HP1-beta chromodomain-methylated histone interaction inhibition; P83916; AlphaScreen HP1-beta / biotin-H3K9me3 peptide binding; Potency, µM (titrated, usually from 114 µM), for the others: at the top dose activity change, negative = inhibition, most hits filed as inhibitors; hit rate 0.56% among 390,000; AID 540317; further: potency means the concentration at half of the fitted maximal effect; nearly all actives have a fitted effect of over 70% in size; inactives centre near 23
Target sequence (P83916 whole entry, looked up): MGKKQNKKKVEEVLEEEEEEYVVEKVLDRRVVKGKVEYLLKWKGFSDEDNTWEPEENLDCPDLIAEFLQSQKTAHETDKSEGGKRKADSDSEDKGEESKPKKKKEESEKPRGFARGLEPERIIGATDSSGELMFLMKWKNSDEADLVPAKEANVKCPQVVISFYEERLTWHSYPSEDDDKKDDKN
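AlphaScreen: HP1-beta (50 nM) preformed 30 min with biotin-H3(1-18)K9me3 peptide (50 nM) in PBS pH 7.4, 0.01% Tween-20. Compound added for 30 min at RT, then streptavidin donor/nickel chelate acceptor beads (10 ug/mL) for 30 min.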
ERG Ets-DNA blk = blocks human ERG Ets domain binding to DNA. P11308. fluorescence polarization, His-ERG Ets domain / labelled DNA. hit rate 0.028% among 370,000. Potency, µM (doses to about 76.9 µM), without a hit: top-dose FP activity, negative = inhibition, most hits filed as inhibitors; active means well fitted inhibition curve with a large enough effect in the polarisation, with a control signal flat; inconclusive means small, poorly fitted or top-dose-only effect, or effect the other way, or a change in a side signal; inactive means no such curve, though single readings can be large or run the other way; the % refers to the polarisation;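 further: polarization taken with two DNA probes labelled with fluorescein and Texas red; potency means the concentration at half of the fitted maximal effect; % of control where 0% means no effect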
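His-tagged ERG Ets domain (1 uM in the protein solution; 300mM KCl, 50mM Tris-HCl, 1mM EDTA, 1mM DTT, pH 7.5) received compound, then a probe mix of 5 nM fluorescein-DNA and 100nM Texas-615-DNA. Fluorescence polarization was read for both dyes.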
PI4K2A inh = inhibitors of human PI4K2A; purified PI4K2A, ADP-Glo luminescence, 1 h; active compounds read low; activity change, negative = inhibition, % at 76.9 µM; hit rate 0.13% among 420,000; AID 1346378; in the data active means activity change below about -50%; inconclusive means mostly about -30% to -49%;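 further: -100% = wells without enzyme as full effect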
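ADP-Glo luminescence measured ADP generated by PI4K2A enzyme (4 ug/mL before mixing) with 1.2 mM PI substrate (pre-mix) and 300 microM ATP (pre-mix). Tris pH7.5 buffer with MgCl2, Triton X-100; 1 h reaction at ambient temperature.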
G9a block = G9a (human) methyltransferase inhibition. AID 504332. hit rate 8.8% among 350,000. Q96KQ7. G9a H3K9 monomethylation, AlphaScreen, 2 h. Potency, µM (highest dose often 102 µM), without a hit: at the highest dose activity, negative = inhibition, usual class: inhibitors; further: potency means the concentration at half of the fitted maximal effect; on the % scale 0 is the no-effect control and ±100 the full control effect; nearly all actives have a fitted effect of over 75% in size
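AlphaScreen read-out: biotin-H3K9 peptide (500 nM) methylation by 20 nM enzyme with 20 uM SAM, 2 h at room temperature after 15 min compound preincubation; anti-monomethyl H3K9 antibody plus donor/acceptor beads, 10 min dark.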
GLS inh = glutaminase GLS (human) inhibition; AID 624170; hit rate 0.21% among 410,000; Potency, µM (top dose mostly 45.5 µM), inactives show at the top dose activity change, negative = inhibition, actives largely listed as inhibitors; GLS enzymatic activity, qHTS titration; O94925; further: potency means the concentration at half of the fitted maximal effect; on the % scale 0 is the no-effect control and ±100 the full control effect
Target sequence (O94925 whole entry, looked up): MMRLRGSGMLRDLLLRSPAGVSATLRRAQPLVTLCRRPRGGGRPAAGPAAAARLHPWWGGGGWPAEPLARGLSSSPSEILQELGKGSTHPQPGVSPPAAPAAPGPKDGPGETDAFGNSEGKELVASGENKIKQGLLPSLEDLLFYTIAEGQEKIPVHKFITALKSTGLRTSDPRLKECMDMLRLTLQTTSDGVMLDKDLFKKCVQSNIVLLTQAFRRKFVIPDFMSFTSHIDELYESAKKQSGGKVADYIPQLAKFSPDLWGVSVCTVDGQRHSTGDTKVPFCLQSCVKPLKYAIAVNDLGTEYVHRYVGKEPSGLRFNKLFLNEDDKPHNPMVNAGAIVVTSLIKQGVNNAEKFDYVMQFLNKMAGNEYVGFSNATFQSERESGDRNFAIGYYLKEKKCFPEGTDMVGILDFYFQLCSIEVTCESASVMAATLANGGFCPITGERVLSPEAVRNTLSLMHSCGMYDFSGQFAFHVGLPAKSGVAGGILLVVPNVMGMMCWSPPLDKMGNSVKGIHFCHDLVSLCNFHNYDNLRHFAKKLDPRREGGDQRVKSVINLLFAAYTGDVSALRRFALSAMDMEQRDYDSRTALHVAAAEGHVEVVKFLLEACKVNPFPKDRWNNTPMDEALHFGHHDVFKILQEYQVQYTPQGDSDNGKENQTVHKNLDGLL
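Two-point fluorescence kinetic (t0, 30 min RT) for hKGA; glutamate detected via glutamate oxidase–HRP–Amplex Red. Substrate: 1 mM L-glutamine solution; buffer 45 mM KH2PO4, pH 8.2.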
* marks the source's active call; other numbers are inactive results; ? = inconclusive; · = not tested or not shown; [ ] = another dose, or the depositor's remark. Unless noted, the call rests on the fitted dose curve; in most records, active means well fitted curve in the direction sought with a large enough effect; inconclusive means small, poorly fitted or top-dose-only effect, or another doubt; inactive means no such curve, though single readings can be large; an effect the other way counts as inactive or inconclusive.

| item | mol | 12-LOX inh | BAZ2B block | JMJD2A Tudor inh | RGS4 inhibitor | GLS inh | PI4K2A inh | ERG Ets-DNA blk | G9a block | HP1b binding inh |
| --- | --- | --- | --- | --- | --- | --- | --- | --- | --- | --- |
| 1 | O=C(Nc1ccccc1)Nc1nccs1 | 0% | ? | ? | 16% | 13% | -1 | -1% | 8%[0.501 µM] | 26% |
| 2 | CCc1ccc2nc(N3CCN(C(=O)c4ccccc4)CC3)sc2c1 | -21% | -10% | -14% | 10% | -3% | 1 | -14% | 0%[59 µM] | 2% |
| 3 | Cc1cc(C)c(Nc2ncnc3c2cnn3C)c(C)c1 | -55% | 1% | -10% | 3% | -6% | -1 | -1% | 13%[59 µM] | 26% |
| 4 | Cc1cc(Nc2ccc(Br)c(C)c2)n2nc(C)nc2n1 | -2% | -3% | ? | ? | 27% | 4 | -9% | -9% | 3% |
| 5 | Cc1cc(N2CCCC2=O)cc(C)c1S(=O)(=O)Nc1c(C)nn(C)c1C | -6% | -4% | 0% | 28% | 3% | 0 | -16% | 5% | 35% |
| 6 | CC(C)CCn1c(S(=O)(=O)O)nc2ccccc21 | -16% | ? | -20% | 13% | 17% | -3 | 8% | 22%[0.501 µM] | 36% |
| 7 | COc1cc(/C=C2\CCc3ccccc3C2=O)cc(OC)c1OC | 11% | -14% | -7% | -1% | 9% | -1 | 5% | 5%[59 µM] | -5% |
| 8 | Cc1nn(-c2ccc(F)cc2)c(C)c1CN1CCN(CCC(C)C)C(CCO)C1 (stereo not drawn) | -19% | 7% | -8% | -4% | 1% | 0 | -5% | · | 15%[57 µM] |
| 9 | COC(=O)c1ccc(NC(=O)Cn2c([N+](=O)[O-])cnc2C)cc1 | ? | 9% | -29% | -29% | 1% | -2 | 9% | · | 19% |
| 10 | COc1ccc([N+](=O)[O-])cc1NC(=O)C1C2C=CC(C2)C1C(=O)O (stereo not drawn) | ? | -5% | -17% | 0% | -9% | 4 | -5% | ? | -5% |
| 11 | COc1ccccc1S(=O)(=O)NCc1ccc(C(=O)N(C)Cc2ccc(F)cc2)cc1 | 199%[activator] | 12% | -4% | 20% | 8% | -7 | -5% | 6%[2.33 µM] | 30% |
| 12 | Cc1cc(=O)oc2cc3c(cc12)OCCN3 | 1%[57.4 µM] | -28% | 21% | -2% | ? | -5 | 7% | 6%[59 µM] | 94%[activator] |
| 13 | O=C(Nc1ccc(F)c(Cl)c1)Nc1cnccn1 | -4% | -24% | -21% | -6% | 4% | 6 | -11% | 18% | 3% |
| 14 | CC(C)c1nc(N2CCOCC2)c(C#N)c2c1COC(C)(C)C2 | -24% | 3% | 10% | 10% | 0% | -6 | -1% | 6%[59 µM] | 58%[activator] |
| 15 | O=c1c2ccccc2oc2nc(-c3ccco3)n(-c3ccccc3)c(=O)c12 | -5% | 6% | 1% | 18% | 0% | 0 | -6% | 12%[59 µM] | 14% |
| 16 | Cc1ccc(C(=O)Nc2ccc(Oc3ccc(C(=O)O)c(C(=O)O)c3)cc2)cc1C | -23% | -13% | 79µM* | 5% | 14% | -9 | -6% | ? | 29% |
| 17 | O=C(c1ccsc1)N1CCCC(Nc2cccc(F)c2)C1 (stereo not drawn) | -38% | -1% | -23% | 6% | 12% | 2 | 3% | 52%[activator] | 16% |
| 18 | Cc1ccccc1NC(=O)C1CCN(S(=O)(=O)c2ccccc2)CC1 | -22% | 0% | -16% | 7% | 8% | 0 | -4% | 1%[59 µM] | 29% |
| 19 | O=C(NCc1ccco1)C1CCCN1C(=O)Nc1ccccc1Cl (stereo not drawn) | 0% | -7% | -17% | -9% | 3% | 16 | -3% | · | 37% |
| 20 | CCC(C)NC(=O)CCS(=O)(=O)c1ccc(Br)s1 (stereo not drawn) | 0% | 0% | -9% | 8% | 5% | -3 | 4% | -4% | 27% |

Just ERG Ets-DNA blk and HP1b binding inh, for two of the compounds above:
entry | compound | ERG Ets-DNA blk | HP1b binding inh
7 | COc1cc(/C=C2\CCc3ccccc3C2=O)cc(OC)c1OC | 5% | -5%
8 | Cc1nn(-c2ccc(F)cc2)c(C)c1CN1CCN(CCC(C)C)C(CCO)C1 (stereo not drawn) | -5% | 15%[57 µM]

The listing picks up, starting four compounds before the break.
| item | mol | 12-LOX inh | BAZ2B block | JMJD2A Tudor inh | RGS4 inhibitor | GLS inh | PI4K2A inh | ERG Ets-DNA blk | G9a block | HP1b binding inh |
| --- | --- | --- | --- | --- | --- | --- | --- | --- | --- | --- |
| 17 | O=C(c1ccsc1)N1CCCC(Nc2cccc(F)c2)C1 (stereo not drawn) | -38% | -1% | -23% | 6% | 12% | 2 | 3% | 52%[activator] | 16% |
| 18 | Cc1ccccc1NC(=O)C1CCN(S(=O)(=O)c2ccccc2)CC1 | -22% | 0% | -16% | 7% | 8% | 0 | -4% | 1%[59 µM] | 29% |
| 19 | O=C(NCc1ccco1)C1CCCN1C(=O)Nc1ccccc1Cl (stereo not drawn) | 0% | -7% | -17% | -9% | 3% | 16 | -3% | · | 37% |
| 20 | CCC(C)NC(=O)CCS(=O)(=O)c1ccc(Br)s1 (stereo not drawn) | 0% | 0% | -9% | 8% | 5% | -3 | 4% | -4% | 27% |
| 21 | Cc1c(Cl)cccc1NC(=O)CSC(C)c1nc2ccccc2c(=O)[nH]1 (stereo not drawn) | 0% | 4% | -2% | -12% | -1% | -1 | 2% | · | 48%[activator] |
| 22 | COc1ccc(Nc2nc(CC(C)=O)ns2)cc1 | 0% | -3% | -10% | -16% | 16% | -1 | -10% | ? | 40%[activator] |
| 23 | Cc1nnnn1CC(=O)Nc1cccc([N+](=O)[O-])c1 | 0% | -13% | -13% | -27% | -2% | -1 | 0% | 1% | 22% |
| 24 | COc1ccc(-c2cc(C(=O)Nc3c(Cl)cccc3Cl)no2)cc1OC | -5% | 3% | -8% | 5% | 6% | 0 | -3% | -4%[59 µM] | 22% |
| 25 | CC(C)CCn1c(=O)c2ccccc2n2c(=S)[nH]nc12 | ? | 45µM* | 3.5µM* | -30% | ? | 3 | 4% | 1.4µM* | 71µM* |
| 26 | COCCSc1nnc(NC(=O)C2CCCCC2)s1 | -3% | 2% | -6% | -18% | 3% | 0 | -3% | 20%[59 µM] | 30% |
| 27 | Cc1nn(C)c(C)c1NC(=O)CSc1nc(Cc2ccccc2)nc2c1cnn2-c1ccccc1 | 20% | · | -7% | -13% | -13% | 4 | · | · | 50%[activator] |
| 28 | CCN(CC(=O)Nc1c(F)cccc1F)C(=O)/C=C/c1ccc(OCC#N)c(OC)c1 | -14% | -3% | -16% | 11% | 16% | -2 | 3% | 19%[59 µM] | 26% |
| 29 | O=C(COC(=O)c1cc(=O)[nH]c2ccccc12)Nc1ccc(F)cc1F | 8% | · | -6% | -17% | -6% | -2 | -5% | · | 27% |
| 30 | Cn1c(=O)c2c(nc(SCC(=O)NCc3ccc4c(c3)OCO4)n2Cc2ccc(F)cc2)n(C)c1=O | 2% | -8% | -23% | 1% | 0% | 1 | -2% | ? | ? |
| 31 | CCOC(=O)C1=C(CN2CCN(c3cc(C)ccc3C)CC2)NC(=O)NC1c1ccc(Cl)cc1 (stereo not drawn) | 0% | · | ? | 9% | 5% | 2 | -4% | ? | 9% |
| 32 | Cc1cccc(C(=O)c2cn[nH]c2-c2ccccc2O)c1 | -5% | -2% | -8% | -18% | 19% | 7 | -7% | 14%[2.33 µM] | 30% |
| 33 | CC1(C)CC(=O)C2=C(C1)NC(Nc1nc3ccccc3o1)=NC21CCCC1 | 0% | 4% | ? | -48% | -3% | 2 | 3% | 12%[59 µM] | -10% |
| 34 | COc1cccc(COc2ccc3ccc(=O)oc3c2)c1 | 7% | 37% | 27% | -25% | 1% | 6 | 1% | 30% | 47%[activator] |
| 35 | COC(=O)c1cc(Br)c(=O)n(Cc2ccncc2)c1 | -5% | -1% | -5% | 6% | 9% | 0 | -4% | 3%[12.7 µM] | 15% |
| 36 | CCOC(=O)c1sc(=S)n(-c2ccccc2)c1NC(C)=O | ? | -13% | -13% | -38% | 0% | -3 | 3% | ? | -17% |
| 37 | COc1ccc(N2CCN(C(c3cc4ccc(C)cc4[nH]c3=O)c3nnnn3C3CCCC3)CC2)cc1 (stereo not drawn) | ? | -8% | -28% | -3% | 11% | 2 | 3% | ? | 3% |
| 38 | Cc1ccc(S(=O)(=O)Cn2cnnn2)cc1 | -8% | · | -5% | -12% | -11% | -8 | -6% | 1%[59 µM] | 6% |
| 39 | CCOC(=O)c1[nH]c(C)c(CCC(=O)NC(C)c2ccccc2)c1C (stereo not drawn) | -18% | 1% | -11% | 20% | -5% | -5 | -2% | 1%[59 µM] | 22%[57 µM] |
| 40 | CC(C)N(Cc1nc(-c2ccc(Cl)cc2)no1)C(=O)CCCN1C(=O)c2ccccc2C1=O | -23% | -4% | -23% | 25% | 6% | -5 | -5% | -8% | 25% |
| 41 | Cc1ccc(NC(=S)NC(C)(C)C)c([N+](=O)[O-])c1 | -6% | 1% | -24% | -11% | 0% | 2 | 1% | 22%[59 µM] | 0% |
| 42 | Cc1cccc(NC(=O)CSCC(=O)Nc2ccc(S(=O)(=O)N3CCCC3)cc2)c1 | -26% | 8% | -12% | 20% | 8% | 2 | -5% | ? | 3% |

This is a subset; count on the stated rates, not on these rows.
